Source: PubChem BioAssay
CSM14.1 death rescue – rescue of cells from ER stress-induced death, primary screen, 384-well, CSM14.1, thapsigargin, ATP luminescence (AID 1222); CSM14.1 thapsigargin-induced death rescue, ATP luminescence; higher % means a stronger effect; cellular ATP content (survival), % at 20 µM; hits with a dose series show EC50 in µM; 190,000 tested, under 10 active;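 active = EC50 below 50 µM in the dose-response confirmation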;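 also: death triggered by thapsigargin at about 15 µM added after 2 h compound pretreatment; cell ATP read after overnight thapsigargin exposure of roughly 18 to 22 hours; normalized against plate controls of thapsigargin alone and 5% DMSO vehicle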
bCat nuc transl – modulators of beta-catenin nuclear translocation, primary screen, imaging, HeLa cells, immunofluorescence, high-content; nuclear translocation activity, % at 5 µM; actives 0.3% (n = 190,000);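 active = nuclear translocation activity above 50% at 5 µM, with a well cell count of 50 or more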;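 also: per-cell ratio of nuclear to cytoplasmic median beta-catenin stain intensity; plate controls were DMSO negative control for no effect and GSK-3 inhibitor IX positive control for full effect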
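System: HeLa cells, endogenous beta-catenin; compound dosing: 5 µM primary single dose, 0.1% DMSO, 0.02–20 µM confirmation series; incubation: 24 h compound exposure at 37°C, 5% CO2; signal: beta-catenin immunofluorescence imaging with DAPI; evaluation: % activation, nuclear-to-cytoplasmic median beta-catenin signal ratio per cell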
Autophagy HCS – autophagy modulators in MEF cells, primary screen, imaging, high-content, MEF GFP-LC3. AID 463193, 2010. calls only at 10 µM (by protocol). actives 0.98% (n = 190,000). MEF GFP-LC3 puncta imaging; test concentration mostly 10 µM;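 active = percentage of spot-positive cells more than 3 SD above its plate mean, without a fluorescence outlier flag or 80% toxicity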;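 also: spot-positive cell cutoff set from DMSO-treated cells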
Dynein cargo inh – inhibitors of GR-EGFP nuclear translocation, primary screen, dynein cargo transport inhibitor project, imaging, high-content, 3617.4 mouse cells. test concentration mostly 20 µM; stimulated with dexamethasone, 1 µM; stronger effect = lower value. z-score, hits read low. actives 0.47% (n = 220,000);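 active = plate z-score of nuclear minus cytoplasmic receptor signal below a set negative limit, without overly bright fluorescence or cell loss, cut at about -3.5 in these data, passing the limit was not always enough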;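 also: z-score of nuclear minus cytoplasmic ring GR-EGFP intensity difference per well; some compounds called inactive have numbers as strong as hits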
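Buffer or medium: Induction medium lacking tetracycline, stripped serum | Also added: Dexamethasone agonist, 1.0 µM final, for 30 min | Timing: 48 h induction, 1 h compound, 30 min dex at 37 °C | Detection: Formaldehyde fixation, Hoechst nuclear stain, 10x automated fluorescence imaging | Measure: Nuclear versus cytoplasmic GR-EGFP signal, averaged per well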
XIAP displacement – XIAP antagonists, biochemical, IAP family, fluorescence polarization (AID 1018); XIAP BIR domain, fluorescence polarization peptide displacement; higher % means a stronger effect; actives 0.007% (n = 200,000); displacement, % at 20 µM; hits with a dose series show IC50 in µM; in the data active = displacement above about 50%; also: a part of the inactive calls stands beside numbers as strong as those of hits
Hep lipid drop – inhibitors of hepatocyte lipid droplet formation, primary screen, imaging, high-throughput imaging, BODIPY stain | AML12 mouse hepatocytes, oleate lipid droplets | inhibition, % at 6.5 µM | actives 0.4% (n = 240,000);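 active = lipid droplet intensity inhibited by at least 50%, with more than 500 cells counted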
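Material: mouse AML12 hepatocyte cell line, fixed after treatment; Timing: compound with oleate, overnight; Technique: high-content imaging of BODIPY-stained droplets and DAPI nuclei; Probe or stimulus: oleate, 100 µM final; Dosing: compound at 6.5 µM only.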
WT yeast gro inh – growth inhibition of WT strain, primary screen, mitochondrial fusion inhibitor project, WT and mutant strains, chemical genetic; mitochondrial fusion phenotypic screen; inhibition, % at 10 µM; actives 2.1% (n = 190,000); AID 1362, 2008; in the data active = inhibition above about 58%; tested in S. cerevisiae
MT stabilizer – microtubule stabilizers in HeLa cells, primary screen, imaging, high-content imaging; HeLa tubulin immunostaining HCS, 24 h; share of cells brighter than vehicle mean+2SD; % tubulin-high responders, % at 10 µM; actives 0.83% (n = 200,000);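 active = plate Z-score above 3 for both tubulin-high and condensed-nucleus cell shares, with cell loss under 80%, at 10 µM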;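 also: anti alpha tubulin signal scored within the nucleus-defined area of each cell; some results filed as inactive read as strong as hits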
Ins promoter up – insulin promoter activators in MIN6 cells, imaging, high-content screening, mouse beta cells | MIN6 insulin promoter-GFP reporter; stronger effect = higher value | z-score at 5 µM | actives 0.3% (n = 190,000) | AID 1625, 2009;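 active = z-score above 3 at 5 µM with at least 500 cells counted in the well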
WT yeast gro inh mutant strain – second read-out of WT yeast gro inh, no call of its own (marks repeat the call); inhibition, %; mitochondrial fusion phenotypic screen, mutant strain inhibition
Dynein cargo inh cytoplasmic EGFP – second read-out of Dynein cargo inh, no call of its own (marks repeat the call); z-score; measured here: cytoplasmic GR-EGFP intensity; stronger effect = higher value
Dynein cargo inh nuclear GR-EGFP – also measured in Dynein cargo inh; calls as there; z-score; measured here: nuclear GR-EGFP intensity;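 lower value marks the stronger effect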
Dynein cargo inh cell count – second read-out of Dynein cargo inh, no call of its own (marks repeat the call); z-score; measured here: cell count per field
Ins promoter up cell count – second read-out of Ins promoter up, no call of its own (marks repeat the call); cell count; measured here: cytotoxicity, nuclei count;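 total cells summed across four imaged fields per well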
Hep lipid drop cells 6.5 µM – second read-out of Hep lipid drop, no call of its own (marks repeat the call); cell count; measured here: cell count, cytotoxicity flag;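 cells counted across two imaged fields per well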
bCat nuc transl cell count 5 µM – also measured in bCat nuc transl; calls as there; cell count; measured here: cell count, cytotoxicity flag
MT stabilizer Hoechst-high % – recorded beside MT stabilizer, whose call it bears; % Hoechst-high responders; measured here: nuclear condensation Hoechst responders;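 share of cells brighter than vehicle mean plus two SD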
MT stabilizer cytotoxicity % – further read-out of MT stabilizer, marked with its call; toxicity, %; measured here: cytotoxicity by cell density;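 0% = mean cell density of plate MIN control wells and 100% = no cells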
Autophagy HCS cell loss 18 h – recorded beside Autophagy HCS, whose call it bears; toxicity, %; measured here: cell loss, nuclei count;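 cell loss after 18 h compound exposure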
* = called active by the depositor; i = inactive; · = no result given; + = active, no number; & = joins results of further samples.

SMILES	CSM14.1 death rescue	bCat nuc transl	bCat nuc transl cell count 5 µM	Autophagy HCS	Autophagy HCS cell loss 18 h	Dynein cargo inh	Dynein cargo inh cytoplasmic EGFP	Dynein cargo inh nuclear GR-EGFP	Dynein cargo inh cell count	XIAP displacement	Hep lipid drop	Hep lipid drop cells 6.5 µM	WT yeast gro inh	WT yeast gro inh mutant strain	MT stabilizer	MT stabilizer Hoechst-high %	MT stabilizer cytotoxicity %	Ins promoter up	Ins promoter up cell count
N#Cc1sc2nc(-c3cccs3)cc(-c3ccc(Cl)cc3)c2c1N	-0.8%	0.7	1352	+	-15*	1.7	0.19	1.6	1.5	-0.3%	·	·	23	11	14	19	35	-0.14	1529
CC(C)(C)C(=O)COC(=O)c1ccccc1O	0.7%	0.2	1023	i	-2	-0.34	-0.27	-0.2	1.7	-7.6%	9	811	27	28	2.9	2.8	11	0.7	775
O=C(NCc1cccs1)Nc1cccs1	-2.6%	-0.8	1372	i	6	-0.015	-0.051	0.14	0.72	-4.8%	·	·	-4	-12	3.9	2.4	8.6	1.2	1413
COc1ccc(Nc2nc(C(F)(F)F)nc(C)c2C#N)cc1	0.1%	1.0	997	i	-14	-0.46	-0.28	-0.26	1.2	-0.7%	18	732	-3	-5	4.8	3.8	1.7	-0.46	1302
O=C(Nc1ccc(Br)cc1)c1ccccc1CC[N+](=O)[O-]	-0.5%	-0.6	1111	i	23	0.15	-0.19	-0.072	-0.84	-4.0%	2	613	2	20	3.1	1.7	6.7	-0.32	1882
O=C(Nc1nc2ccc(Cl)cc2s1)c1ccc(Br)o1	·	-0.9	1107	i	0	-1	0.27	-0.18	1.6	-3.9%	-4	636	15	-4	2.3	0.5	34	-0.12	1212
O=C(c1ccccc1F)N1CCN(Cc2cccc(Cl)c2)CC1	-3.1%	-2.8	547	i	-7	0.66	-0.26	0.18	0.012	-2.8%	10	756	2	3	4.8	2.7	3.2	·	·
Oc1ccc(/C=N/NC(=S)NC2CC3CCC2C3)cc1 (stereo not drawn)	·	-1.9	1064	·	·	1.6	-0.24	0.52	-0.91	·	-7	745	·	·	·	·	·	0.07	1354
c1ccc(OCc2nnnn2-c2ccccc2)cc1	4.7%	-2.1	1084	i	1	-0.36	0.067	-0.14	-0.41	-3.1%	-17	517	5	-3	2.9	3.0	7.7	-0.48	1530
O=C(NC1CCc2ccccc21)c1cc(COc2ccc(F)cc2Cl)on1 (stereo not drawn)	0.7%	-0.5	1009	i	9	-0.32	0.74	0.26	0.29	-2.7%	5	699	3	-4	1.8	2.0	8.7	·	·
O=C1CCCC2=C1C(c1ccco1)Nc1ccc3ccccc3c12 (stereo not drawn)	-0.9%	-3.6	915	i	-19	-0.27	-0.3	0.026	0.26	-0.7%	·	·	-12	-6	4.8	3.2	9.3	0.86	1392
COc1ccc(-c2cc(C(=O)Nc3ccccc3)on2)cc1	-0.5%	-3.9	1123	i	10	2.3	-0.14	1.7	-1.7	-2.4%	0	678	12	9	4.5	1.1	4.9	-0.11	1588
O=C(CSc1nnc(-c2ccco2)n1Cc1ccccc1)c1ccc(F)cc1	-0.6%	-3.3	1110	i	-5	0.06	-0.12	0.84	-0.5	-5.3%	·	·	34	20	4.7	1.1	6.9	-0.22	1043
COc1ccc(OCc2nnc(SCC(=O)N3c4ccccc4Sc4ccc(Cl)cc43)o2)cc1	0.7%	·	·	i	-23	0.1	-0.067	-0.23	1.6	-3.4%	·	·	3	0	2.2	1.3	11	·	·
CCOC(=O)c1c(O)cc(C)[nH]c1=O	·	1.5&-1.0	1232&1346	·	·	0.7&-0.27	-0.79&-0.2	0.58&0.72	-0.56&-0.39	·	23&-10	729&630	·	·	·	·	·	-0.01	1052
Cc1oc(-c2ccc(Cl)cc2)nc1CS(=O)CC(=O)NCc1cccs1 (stereo not drawn)	-1.2%	·	·	i	-4	-0.82	-0.26	-0.45	0.89	0.4%	·	·	0	-6	2.1	2.4	4.4	0.6	1123
C/C(=N\NC(=O)COc1ccccc1-c1ccccc1)c1cccnc1	0.9%	0.6	1054	i	0	0.047	-0.36	-0.016	0.49	-8.3%	-2	726	18	-2	5.7	0.8	8.6	-0.19	1300
COc1nc(NC(C)=O)nc(C)c1Br	0.1%	-2.4	1185	i	-3	-0.55	-0.19	-0.29	0.4	-7.5%	·	·	3	1	2.6	1.6	4.2	1	1005
CCOC(=O)c1c[nH]c(=O)c(Br)c1O	-0.4%	-0.7	538	i	-4	-0.94	-0.037	-0.62	0.64	-3.0%	·	·	-28	-19	2.9	3.3	6.0	-0.13	1220
O=C(CSc1nncn1-c1ccccc1)NC1CCCCC1	-0.4%	-2.4	1051	i	-5	-0.71	-0.25	-0.75	0.97	-5.2%	12	714	-3	9	2.0	1.8	1.7	-0.2	1211
O=C(c1ccco1)N1CCN(C(=O)C2CC(c3ccc(F)cc3)=NO2)CC1 (stereo not drawn)	·	1.8	1084	i	21	1.3	-0.15	0.82	-0.36	-11%	5	670	1	0	5.8	1.3	4.2	-0.36	1460
COCCNC(=O)Cn1cc2c(n1)CCC(C)C2 (stereo not drawn)	-1.2%	·	·	i	-4	0.52	-0.13	0.45	-0.32	1.6%	·	·	8	-1	2.6	2.6	7.9	0.4	1023
O=C(c1c(F)cccc1F)N1CCCC1	0.7%	-0.3	1024	i	-42	-1	-0.31	-0.32	1.1	-7.6%	4	768	14	-1	4.3	1.4	2.8	0.46	1430
CCN(CC)S(=O)(=O)c1cc(C(=O)c2nccn2C)ccc1Cl	0.7%	-3.8	1029	i	3	-0.073	-0.19	0.21	0.19	-15%	-6	691	-20	0	4.7	2.8	10	0.34	1716
CCC(C)Nc1nc2c(c(=O)n(C)c(=O)n2C)n1Cc1cccc(C)c1 (stereo not drawn)	-1.9%	0.3	1219	i	18	-0.57	-0.26	-0.33	0.75	-3.8%	21	755	-1	-10	3.0	1.4	1.8	·	·

Continuation.
SMILES	CSM14.1 death rescue	bCat nuc transl	bCat nuc transl cell count 5 µM	Autophagy HCS	Autophagy HCS cell loss 18 h	Dynein cargo inh	Dynein cargo inh cytoplasmic EGFP	Dynein cargo inh nuclear GR-EGFP	Dynein cargo inh cell count	XIAP displacement	Hep lipid drop	Hep lipid drop cells 6.5 µM	WT yeast gro inh	WT yeast gro inh mutant strain	MT stabilizer	MT stabilizer Hoechst-high %	MT stabilizer cytotoxicity %	Ins promoter up	Ins promoter up cell count
Cc1cccc(OCC(=O)Nc2ccc(N3CCN(C(=O)c4ccccc4)CC3)cc2)c1	-5.6%	-0.2	977	i	6	0.17	-0.17	0.2	-0.046	-1.0%	2	619	7	13	5.7	1.5	2.4	-0.64	1221
N#Cc1c(-c2ccc(Cl)cc2)ccnc1N1CCOCC1	·	0.1	1046	i	3	0.49	-0.18	0.19	-1.5	2.5%	19	657	-5	-6	2.8	1.9	1.3	-0.96	1333
CCc1cccc(C)c1NC(=O)CO/N=C(\N)CC(=O)NC1CCCCC1	0.3%	-1.1	1096	i	-4	-0.93	0.087	-0.56	0.069	-2.4%	-25	688	-5	5	3.4	1.1	11	0.92	1423
CN1C(=O)C(CC(N)=O)N(NC(=O)c2ccc(Cl)cc2)C1=S (stereo not drawn)	-0.3%	·	·	i	-5	-0.75	-0.16	-1	0.041	0.6%	·	·	1	-5	3.5	2.2	3.1	·	·
COc1cc(/C=C/C(=O)OCC(=O)Nc2cc(S(=O)(=O)N3CCCCC3)ccc2C)ccc1O	-1.7%	-1.1	520	i	16	1	-0.26	0.17	-0.6	-0.6%	-16	600	-7	-17	3.8	1.5	6.1	-0.52	1211
COc1cc(NC(=O)c2ccc(Cl)cc2Cl)ccc1-c1cc2ccccc2oc1=O	0.0%	·	·	i	10	-0.67	-0.22	-0.83	-0.11	-2.6%	·	·	11	-16	2.8	2.0	10.0	·	·
Cc1nc(CN2CCN(C(=O)c3ccc(C(C)(C)C)cc3)CC2)cs1	-1.4%	·	·	i	6	-1.4	-0.2	-0.56	0.57	-2.2%	·	·	4	13	3.3	5.8	6.6	1.5	849
C=CCNc1nc(-c2ccc(OC)cc2OC)cs1	-3.0%	6.5	720	i	1	0.26	0.062	0.22	0.01	-4.1%	·	·	-2	-14	6.0	5.6	4.9	-1.2	736
COc1cc(CNc2ccccc2SC)cc(OC)c1OC	0.2%	·	·	i	-5	0.99	-0.12	0.82	0.016	-2.9%	2	801	2	13	1.7	0.7	8.3	-0.63	827
C/C(=C\c1ccccc1)CN1CCN(c2ccccc2)CC1	-0.2%	2.4	993	i	2	0.2	-0.076	-0.55	-0.59	-12%	2	789	10	22	3.3	2.2	9.1	·	·
c1ccn2cc(-c3ccc4c(c3)OCO4)cc2c1	-1.8%	2.9	777	i	3	0.18	-0.27	0.79	-1.2	-6.8%	-6	445	11	9	1.9	2.1	1.5	0.43	1485
